Screening results: PubChem BioAssay, several laboratories
SRC2 TRFRET art = counter-screen for PPARgamma SRC-2 recruitment agonists: TR-FRET artefact; hits give high values; TR-FRET ratio at 8 µM; actives 0.4% (n = 200,000); AID 1049; in the data active = TR-FRET ratio above about 2000; note: inactives centre near 1500; reference of the scale not given here
bIAP act = intestinal alkaline phosphatase (bovine) activation; purified bovine IAP, CDP-star luminescence, 30 min; hits give high values; fold of DMSO-control signal, blank-subtracted; activation factor at 20 µM; actives 0.17% (n = 200,000);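 active = activation factor of 2 or more at 20 µM, a signal rise over negative controls twice the positive control's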
PPARg SRC2 recr = agonists of SRC-2 recruitment by human PPARgamma. P37231. PPARgamma LBD-SRC-2 recruitment, biochemical. activation, % at 8 µM. actives 0.34% (n = 200,000); in the data active = activation above about 22%;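 note: 0% = vehicle and 100% = reference agonist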
Target sequence (P37231 whole entry, looked up, the tested form may be a part): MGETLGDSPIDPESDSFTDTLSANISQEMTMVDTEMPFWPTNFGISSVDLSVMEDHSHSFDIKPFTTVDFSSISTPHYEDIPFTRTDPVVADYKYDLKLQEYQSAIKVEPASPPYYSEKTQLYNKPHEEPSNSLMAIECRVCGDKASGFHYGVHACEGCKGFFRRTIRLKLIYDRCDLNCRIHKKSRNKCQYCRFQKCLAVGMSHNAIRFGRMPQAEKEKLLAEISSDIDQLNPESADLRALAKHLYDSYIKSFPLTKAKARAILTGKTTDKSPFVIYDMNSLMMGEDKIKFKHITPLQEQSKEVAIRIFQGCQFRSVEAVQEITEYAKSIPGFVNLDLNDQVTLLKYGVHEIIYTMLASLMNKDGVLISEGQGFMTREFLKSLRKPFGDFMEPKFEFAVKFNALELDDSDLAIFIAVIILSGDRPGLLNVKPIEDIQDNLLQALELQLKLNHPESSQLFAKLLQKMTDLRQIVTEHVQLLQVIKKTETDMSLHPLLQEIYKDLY
PPARg SRC1 recr = agonists of human PPARgamma SRC-1 coactivator recruitment. activation, % at 8 µM. PPARgamma-SRC-1 coactivator recruitment biochemical assay. P37231. actives 0.41% (n = 200,000); in the data active = activation above about 19%;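 note: 0% = DMSO and 100% = reference agonist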
bIAP inhibitor = blocks bovine intestinal alkaline phosphatase activity; purified bovine IAP, CDP-star luminescence, 30 min; inhibition, % at 20 µM; 190,000 tested, under 10 active; AID 1019;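 active = over 50% inhibition of intestinal alkaline phosphatase at 20 µM in the single-dose screen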
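Incubation: 30 min reaction at room temperature / Material: purified bovine intestinal alkaline phosphatase (IAP) enzyme / Input: enzyme at 1/65,000,000 dilution / Dosing: 20 µM single dose / Signal: CDP-star luminescence signal / Reagent: CDP-star chemiluminescent phosphatase substrate, 30 µM final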
PPARg SRC-3 ag = promotes SRC-3 coactivator recruitment by human PPARgamma; P37231; biochemical PPARgamma/SRC-3 coactivator recruitment assay; activation, % at 8 µM; actives 0.26% (n = 200,000); AID 731; in the data active = activation above about 23%;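 note: 0% = DMSO and 100% = reference agonist; some compounds past the cut are filed as inactive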
Lmaj promast = Leishmania major promastigote growth inhibition; actives 9% (n = 200,000); Leishmania major promastigotes, resazurin fluorescence viability; inhibition, % at 10 µM; in the data active = inhibition above about 50%;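 note: promastigotes grown with compound for 44 hours at 28 °C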
Redox H2O2 prof = compounds producing H2O2 with reducing agent – biochemical, NIH compound library profiling, artefact control for MLSCN library redox annotation, primary screen. DTT-dependent redox cycling H2O2, phenol red/HRP absorbance; 100% = 100 µM peroxide control, 0% = buffer. activation, % at 10 µM. actives 0.03% (n = 200,000);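 active = activation of at least 50% relative to the plate's high and low controls in the primary single-dose screen; inactive = activation below 50%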;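 note: compound incubated with DTT at 0.8 mM final as the reducing agent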
S1P3 antagonist = blocks the human S1P3 receptor | Q99500 | CHO S1P3 NFAT-BLA reporter, FRET fluorescence, antagonist mode | inhibition, % at 4.98 µM | actives 0.27% (n = 170,000) | AID 485;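 active = inhibition above the plate cutoff, the mean inhibition of test wells on that plate plus 3 SD, cut at about 28% in these data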;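 note: cells challenged with S1P at its EC80 of 0.8 µM; blue over green emission ratio from cleaved BLA substrate after 4 h stimulation; 0% = S1P-stimulated wells and 100% = unstimulated DMSO-only wells; some compounds past the cut are filed as inactive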
ROMK mod = modulators of human ROMK potassium channel; B-score at 10 µM; P48048; actives 2% (n = 130,000); Tet-inducible ROMK, thallium flux fluorescence; actives lie on both sides;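 active = signal ratio slope over the read window, or its plate-corrected B-score, at least 3 SD from the plate mean, either direction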;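 note: B-score of the F/F0 ratio slope over 7 to 12 s after thallium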
Target sequence (P48048 whole entry, looked up): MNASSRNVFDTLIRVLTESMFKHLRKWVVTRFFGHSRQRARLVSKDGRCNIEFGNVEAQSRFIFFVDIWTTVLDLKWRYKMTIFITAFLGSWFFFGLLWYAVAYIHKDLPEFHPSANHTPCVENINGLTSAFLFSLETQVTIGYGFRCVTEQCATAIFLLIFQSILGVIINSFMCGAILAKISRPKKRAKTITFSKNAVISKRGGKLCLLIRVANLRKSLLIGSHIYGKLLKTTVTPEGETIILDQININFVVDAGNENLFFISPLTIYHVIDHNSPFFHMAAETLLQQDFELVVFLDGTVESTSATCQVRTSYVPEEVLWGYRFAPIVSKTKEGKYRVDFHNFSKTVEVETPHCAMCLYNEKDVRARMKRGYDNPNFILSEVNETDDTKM
TLR4 MyD88 comp = TLR4-MyD88 interaction inhibition in cells. O00206+Q99836. HeLa CL3-4 TLR4/MyD88 BLA complementation, FRET ratio. inhibition, % at 8.4 µM. actives 0.18% (n = 200,000). AID 861; in the data active = inhibition above about 25%;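 note: 0% = vehicle and 100% = reference inhibitor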
The depositor's hits bear a star; nt = not tested or not shown.

no.	structure	SRC2 TRFRET art	bIAP act	PPARg SRC2 recr	PPARg SRC1 recr	bIAP inhibitor	PPARg SRC-3 ag	Lmaj promast	Redox H2O2 prof	S1P3 antagonist	ROMK mod	TLR4 MyD88 comp
1	CC(=O)C1=C(O)C(=O)N(CO)C1c1ccccc1F (stereo not given)	1630	0.9	5	2	6	0	-4	-3.3	2	nt	4
2	CC(C)(C)NC(=O)C(OC(=O)c1cccs1)c1ccc(C#N)cc1 (stereo not given)	1678	1	0	3	-4	3	7	-0.4	-11	0.32	-2
3	CCOC(=O)c1cnn(-c2nc(SC)nc3sc4c(c23)CCC4)c1N	1534	0.8	3	-2	18	11	3	0.3	-34	-0.0063	9
4	CC(=O)c1ccccc1NC(=O)COC(=O)c1ccc2c(c1)nc(C)n2-c1ccccc1	1432	1	1	-2	3	2	35	0.0	-4	nt	7
5	CCOc1ccc(NC(=O)N2CCN(Cc3ccc4c(c3)OCO4)CC2)cc1	1585	1	-5	9	5	2	43	-1.2	11	-0.45	-10
6	Cn1ncc2c(Nc3ccccc3Br)ncnc21	1431	0.9	2	0	6	-2	-5	-2.2	nt	-0.13	13
7	Cc1noc(C)c1CS(=O)(=O)Cc1ccc(Cl)cc1	1532	1	-4	-7	3	-1	-1	-0.7	-7	0.028	-7
8	O=C1C=CCC(/C=C/c2ccccc2)O1 (stereo not given)	1608	1.8	13	-1	-80	0	38	-0.1	-9	-1.9	2
9	CN(c1ncc(C(F)(F)F)cc1Cl)n1cc(C(=O)O)c2ccccc2c1=O	1520	0.9	4	6	9	-10	-6	0.3	nt	nt	4
10	COC(=O)c1c(-c2cc(C)ccc2C)csc1NC(=O)C1CC=CCC1C(=O)O (stereo not given)	1780	1	10	15	4	9	-1	3.5	-19	-0.92	5
11	O=C(CCC1COc2ccccc2O1)NCc1ccccc1 (stereo not given)	1632	1	2	1	5	0	-8	0.2	nt	-0.57	3
12	CCOCCn1c(=NC(=O)/C=C/c2ccccc2Cl)sc2cc(NC(C)=O)ccc21	1664	0.9	-4	12	5	-3	3	0.4	-7	nt	13
13	COc1ccccc1OC(C)C(=O)O (stereo not given)	1511	0.9	0	7	8	-3	-6	1.0	-20	nt	7
14	Cn1c(SCC(=O)c2ccc3c(c2)Cc2ccccc2-3)nnc1-c1ccccc1	1625	1	12	12	2	0	0	-11	nt	nt	8
15	Cn1nnnc1NCc1ccc(Cl)c(Cl)c1	1193	1	-12	-2	0	-7	6	-0.9	-13	0.36	-4
16	COc1ccc(C(=O)n2nnc3ccccc32)cc1OC	1658	1	5	4	4	3	-5	1.2	-7	0.9	-14
17	CCOc1cc(CNCCN2CCOCC2)ccc1OCc1ccccc1Cl	1548	1.2	2	-3	-19	-3	98*	-2.2	8	-2	-1
18	O=c1cc2c(nn1Cc1ccc(F)cc1)-c1ccccc1CC2	1456	1.2	1	0	-17	-3	10	0.7	3	-1.2	11
19	CC(NC(=O)c1ccccc1Br)c1ccc2c(c1)CCCC2 (stereo not given)	1529	1	-7	-8	4	0	5	-3.5	nt	nt	-10
20	Cn1c(=O)c2c(nc(SCC(=O)N3c4ccccc4CCc4ccccc43)n2C)n(C)c1=O	1559	1	8	1	1	-1	52*	-4.1	-12	0.87	-5
21	COc1ccc(CC(=O)Nc2cccc(-c3nnc(-c4cccc(C)c4)o3)c2)cc1OC	1587	1	4	10	0	-3	9	2.4	85*	-1.1	-2
22	CC1=CN2C(=NC(=O)CC2(C)C(=O)N(CC(=O)NC2CCCC2)c2ccccc2C)C=C1 (stereo not given)	1602	1	-1	-1	-2	4	1	-0.3	nt	nt	10
23	O=C(O)C1CCN(C(=O)Cc2ccccc2)CC1	1728	1	4	8	2	7	-6	-1.1	-20	0.63	-8
24	C/C(=N\NC(=O)CCC(=O)Nc1ccccc1)c1cccs1	1625	0.9	3	-3	7	-2	-1	-0.2	7	-0.34	-4
25	CN(C)S(=O)(=O)c1ccc(C(=O)N2CCC(c3nc4ccccc4o3)CC2)cc1	1393	1	-5	4	-4	-14	3	3.4	-16	0.089	2
26	Cc1[nH]n(-c2ccccc2)c(=O)c1/C=N/Nc1nncc(-c2ccccc2)n1	1597	1	11	4	-1	6	100*	-2.8	nt	nt	-13
27	O=C(CSc1ncccc1-c1nc2ccccc2[nH]1)N1CCN(c2ccccc2F)CC1	1543	0.9	10	10	8	8	12	2.4	-9	nt	-3
28	O=C(CN1CCc2ccccc21)NCc1ccc2c(c1)OCO2	1517	0.9	7	6	14	5	-3	0.6	-13	nt	-9
29	CCC(C)NC(=O)c1c(C)cc(=O)oc1C (stereo not given)	1508	1	-4	-2	2	2	-5	1.6	nt	1.4	0
30	Cc1cc(Cl)ccc1OCC(=O)Nn1c(C)ccc1C	1568	1	4	0	5	0	-2	-3.0	2	nt	0
31	Cc1cccc(-n2c(C)cc(/C=N/n3cnnc3)c2C)c1	1443	1.1	-1	-9	-12	5	15	0.5	nt	nt	6
32	CC(C)C(NC(=O)c1cccc(S(=O)(=O)N2CCOCC2)c1)C(=O)NCCc1ccccn1 (stereo not given)	1586	1	-8	-4	-4	2	5	2.2	20	nt	4
33	CCn1nc(C(=O)OCC(=O)N2CCc3ccccc32)c2ccccc2c1=O	1568	1	6	4	-3	15	-2	-2.8	7	nt	-2
34	CC(C)(C)NC(=O)Cn1cnc([N+](=O)[O-])n1	1534	1	0	-11	2	-9	-3	2.5	nt	nt	8
35	Cc1cc(C)c(S(=O)(=O)Nc2nnc(C)s2)c(C)c1	1375	0.9	-6	2	6	0	-4	-0.1	11	0.33	17
36	CCC1C(O)=C(c2ccccn2)C(=N)N1c1ccccc1 (stereo not given)	1560	1	3	4	3	1	1	-0.6	-9	nt	-7
37	Cc1cc(C)cc(NC(=O)C2CCCN2C(=O)Oc2ccccc2)c1 (stereo not given)	1465	1	0	-5	0	-7	3	0.1	nt	-2	-5
38	Cc1ccc(Cn2c(Sc3nccc(C)n3)nc3c2c(=O)[nH]c(=O)n3C)cc1	1586	0.8	8	4	17	6	1	-2.6	nt	nt	-8
39	COCCNC(=S)N(Cc1cccnc1)Cc1ccc(OC)c(OC)c1	1442	0.8	-8	-5	18	-1	1	-0.2	3	0.38	3
40	Cc1c(C(=O)NC2=NCCS2)oc2ccccc12	1652	0.8	21	3	21	6	24	1.4	16	nt	-4
41	Cc1sc(NC(=O)C2CCCCC2C(=O)O)c(C(N)=O)c1-c1ccccc1 (stereo not given)	1923	0.9	5	11	9	10	-7	-1.0	nt	nt	3
42	N#Cc1cc2cc3ccccc3nc2n2c(=O)c3ccccc3nc12	1417	1	1	-1	5	-2	23	-0.2	-2	nt	-12
43	COc1ccc(OC)c(NC(=O)CSc2nnc(CCCO)n2-c2ccccc2)c1	1633	1	4	-2	4	3	-2	0.1	18	0.094	-6
44	CCOc1ccc(OC(=O)NC(c2ccccc2)C(Cl)(Cl)Cl)cc1 (stereo not given)	1396	1	-1	0	2	-7	0	3.7	nt	nt	-12
45	Nn1cnc2c([nH]c3ccccc32)c1=O	1545	1	-7	-1	-2	0	-2	0.1	-3	nt	8
46	CCCN1C(=S)SC(C)(C)C1/[N+]([O-])=C/c1cccnc1 (stereo not given)	1572	1	5	2	5	10	-2	-11	nt	nt	9
47	Cc1ccc(CN2CCCC(CO)(Cc3ccccc3C)C2)s1 (stereo not given)	1419	1	-3	-5	1	5	66*	-0.3	1	-2.1	-11
48	CCn1c(CNC(=O)c2ccco2)nnc1SCC(=O)Nc1cc(C)c(C)cc1Br	1533	0.9	-2	0	14	5	0	0.0	nt	0.13	2
49	COc1ccccc1CNC(=O)C1CCN(S(=O)(=O)c2c(C)noc2C)CC1	1610	1	-1	-4	1	0	100*	0.9	nt	0.13	-7
50	COc1cc(C2CC(C(F)(F)F)n3ncc(C(=O)O)c3N2)cc(OC)c1OC (stereo not given)	1651	1	7	5	2	3	-6	-2.0	nt	1.3	-3
51	CC(OC(=O)c1ccccc1N1C(=O)C2C3CCC(C3)C2C1=O)C(=O)c1ccccc1 (stereo not given)	1725	1	7	9	-4	1	32	-0.6	-18	0.36	12
52	Cc1cc(Br)c(OCc2ccc(C(=O)N/N=C3\CC4CC=CC34)cc2)c(Br)c1 (stereo not given)	1459	1	-4	-5	-4	0	-5	-0.2	3	-0.87	-9
53	COc1cc(/C=C/C(=O)NNc2c(F)c(F)cc(F)c2F)ccc1OC(F)F	1527	0.8	3	3	18	-2	-6	0.0	nt	0.25	-4
54	CCOCCCNC(=O)C(c1ccc(Cl)cc1)N(Cc1ccc2c(c1)OCO2)C(=O)CNC(C)=O (stereo not given)	1435	1.3	-2	7	-29	8	-2	0.5	-12	1.3	4
55	Cc1c(C(=O)N2CCCCC2)sc(NC(=O)c2ccco2)c1C#N	1827	0.9	11	4	14	-1	-1	-0.5	nt	1.4	11

Gathered by group: those above with a thiophene ring, fused or not (seven)
no.	structure	SRC2 TRFRET art	bIAP act	PPARg SRC2 recr	PPARg SRC1 recr	bIAP inhibitor	PPARg SRC-3 ag	Lmaj promast	Redox H2O2 prof	S1P3 antagonist	ROMK mod	TLR4 MyD88 comp
2	CC(C)(C)NC(=O)C(OC(=O)c1cccs1)c1ccc(C#N)cc1 (stereo not given)	1678	1	0	3	-4	3	7	-0.4	-11	0.32	-2
3	CCOC(=O)c1cnn(-c2nc(SC)nc3sc4c(c23)CCC4)c1N	1534	0.8	3	-2	18	11	3	0.3	-34	-0.0063	9
10	COC(=O)c1c(-c2cc(C)ccc2C)csc1NC(=O)C1CC=CCC1C(=O)O (stereo not given)	1780	1	10	15	4	9	-1	3.5	-19	-0.92	5
24	C/C(=N\NC(=O)CCC(=O)Nc1ccccc1)c1cccs1	1625	0.9	3	-3	7	-2	-1	-0.2	7	-0.34	-4
41	Cc1sc(NC(=O)C2CCCCC2C(=O)O)c(C(N)=O)c1-c1ccccc1 (stereo not given)	1923	0.9	5	11	9	10	-7	-1.0	nt	nt	3
47	Cc1ccc(CN2CCCC(CO)(Cc3ccccc3C)C2)s1 (stereo not given)	1419	1	-3	-5	1	5	66*	-0.3	1	-2.1	-11
55	Cc1c(C(=O)N2CCCCC2)sc(NC(=O)c2ccco2)c1C#N	1827	0.9	11	4	14	-1	-1	-0.5	nt	1.4	11
